# Bioassay records from PubChem BioAssay.
# AID2073: disruptors of CaV2.2 binding to Mint1 – biochemical, HTRF (AID 2073). HTRF protein-protein interaction, Mint1-CaV2.2; higher % means a stronger effect. inhibition, % at 20 µM, or IC50 in µM where a hit was titrated. 290,000 tested, 0.19% active; in the data active = inhibition mostly above about 51%, no sharp cut-off; inconclusive = no clear call, values can overlap the other calls; inactive = mostly below about 53%; also: some results filed as inactive read as strong as hits
# GPR35 antagonists: GPR35 antagonists blocking zaprinast-driven arrestin recruitment, primary screen, imaging, U2OS, beta-arrestin-GFP, zaprinast agonist (AID 2058) | 290,000 tested, 0.052% active | inhibition, % at 10 µM, or IC50 in µM where a hit was titrated | U2OS GPR35 beta-arrestin-GFP translocation imaging, zaprinast antagonism; higher % means a stronger effect;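 active = inhibition of at least 50% with at least 30 cells and total cytoplasm GFP at most 10,000,000; inconclusive = under 30 cells or total GFP of 10,000,000 plus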
# NOD1 inhibition: inhibition of NOD1-driven NF-kB reporter – cell-based, luminescence, uHTS, primary screen (AID 1578) | NOD1-driven NF-kB luciferase reporter cells, luminescence; higher % means a stronger effect | inhibition, % at 4 µM, or EC50 in µM where a hit was titrated | 290,000 tested, 1% active; in the data active = inhibition mostly above about 36%, no sharp cut-off; inactive = mostly below about 34%;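 also: HEK-293T reporter cells stimulated with the NOD1 agonist gamma-tri-DAP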
# HIV peptide binding: inhibitors of HIV fusion peptide binding, primary screen, biochemical, uHTS, fluorescence dequenching (AID 1986); 290,000 tested, 0.3% active; inhibition, % at 20 µM; hits with a dose series show IC50 in µM; cell-free peptide binding, fluorescence dequenching, 30 min; higher % means a stronger effect; in the data active = inhibition mostly above about 52%, no sharp cut-off; inactive = mostly below about 76%; also: some results filed as inactive read as strong as hits
# KOR beta-arrestin-1: KOR antagonists, beta-arrestin recruitment, cell-based, luminescence, uHTS (AID 1778) | 290,000 tested, 0.091% active | KOR beta-arrestin recruitment, luminescence, antagonist mode; higher % means a stronger effect | one-dose inhibition, % at 10 µM; IC50 in µM for titrated hits; in the data active = inhibition above about 50%; also: strong numbers were not always called active
# SIAH1 antagonists: Siah-1 peptide-binding antagonists, primary screen, biochemical, fluorescence polarization, rhodamine-plectin, uHTS (AID 1817); 290,000 tested, 0.02% active; displacement, % at 20 µM; hits with a dose series show IC50 in µM; Siah-1 / rhodamine-plectin peptide fluorescence polarization; higher % means a stronger effect;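 active = displacement of at least 50% at 20 µM, with a fluorescence ratio check between 0.3 and a set limit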;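 also: plate controls were Siah plus tracer with DMSO for no effect and tracer alone without Siah for full effect; strong numbers were not always called active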
# GPR55 antagonists: GPR55 antagonists blocking LPI-driven arrestin recruitment, primary screen, imaging, U2OS, beta-arrestin-GFP, LPI agonist (AID 2013). 290,000 tested, 0.13% active. U2OS GPR55 beta-arrestin-GFP translocation imaging, LPI antagonism; higher % means a stronger effect. inhibition, % at 10 µM; hits with a dose series show IC50 in µM;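 active = spots per cell inhibited over 60%, with over 100 cells counted and total cytoplasm intensity under 500,000; inconclusive = wells with under 100 cells, flagged as likely toxic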;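 also: U2OS cells stably carrying GPR55 and arrestin-GFP stimulated by 5 µM LPI near EC80; imaged beta-arrestin-GFP aggregate spots per cell after agonist stimulation; plate controls were LPI-stimulated DMSO wells for no effect and DMSO wells without LPI for full effect; some results filed as inactive read as strong as hits; confirmed hits need IC50 under 10 µM and bright autofluorescent wells are also inconclusive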
# KOR beta-arrestin-2: kappa opioid receptor activators – cell-based, luminescence, uHTS, primary screen (AID 1777); KOR beta-arrestin recruitment, luminescence; higher % means a stronger effect; activation, % at 10 µM; hits with a dose series show EC50 in µM; 280,000 tested, 0.02% active; in the data active = activation above about 50%, passing the limit was not always enough; also: a part of the inactive calls stands beside numbers as strong as those of hits
# GPR55 activation: GPR55 agonists via beta-arrestin recruitment, primary screen, imaging, U2OS cells, beta-arrestin-GFP redistribution (AID 1961). U2OS GPR55 beta-arrestin-GFP redistribution imaging; higher % means a stronger effect. 290,000 tested, 0.048% active. activation, % at 10 µM; hits with a dose series show EC50 in µM;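 active = activation above 40% with more than 50 cells counted in the well; inconclusive = wells holding fewer than 50 cells, flagged as toxic or sparse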;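 also: U2OS osteosarcoma cells stably expressing GPR55 and beta-arrestin-GFP; plate controls were DMSO negative control for no effect and LPI positive control for full effect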
# An asterisk follows results filed as active; u = inconclusive; x = not tested or not shown; [ ] = remark or other dose. An excerpt; rates above refer to the full screens.
SMILES,AID2073,GPR35 antagonists,NOD1 inhibition,HIV peptide binding,KOR beta-arrestin-1,SIAH1 antagonists,GPR55 antagonists,KOR beta-arrestin-2,GPR55 activation
Fc1cccc(-n2c(-c3cccs3)nc3nc4ccccc4nc32)c1,41%,14%,1%,-0.1%,7%,8%,0%,-0.5%,-0.1%
CCOCC(=O)Nc1c(C(=O)Nc2ccc3c(c2)OCCO3)oc2ccccc12,3%,-1%,-65%,-1.7%,-52%,-6%,-4%,2.4%,0.8%
Cn1c(=O)c(=O)n(C)c2cc(S(=O)(=O)N3CCC(Cc4ccccc4)CC3)ccc21,12%,6%,20%,0.4%,15%,-3%,9%,9.2%,-0.1%
Cc1cc(C)c2c(c1)SC1=NC(c3ccccc3)(C(F)(F)F)NC(=O)N12 (configuration not stated),-2%,3%,-15%,-0.6%,22%,-1%,7%,1.6%,-0.1%
O=C(N/N=C/c1cccc(OCc2ccccc2)c1)c1cccs1,-6%,9%,6%,-0.9%,-22%,0%,3%,0.8%,0.6%
CCN(CC)S(=O)(=O)c1cccc(-c2n[nH]c(=S)n2/N=C/c2ccc(OC(F)F)cc2)c1,-19%,0%,-7%,33%,12%,6%,2%,-3.4%,-0.2%
Cc1cccc(NC(=O)CSc2nc(C3CC3)nc3ccccc23)c1,2%,5%,-1%,5.6%,-20%,11%,-2%,-4.5%,0.1%
CCCc1[nH]nc2c1C(c1ccc(OC)c(Cn3nnc4ccccc43)c1)C(C#N)=C(N)O2 (configuration not stated),1%,3%,-9%,2.9%,65%,4%,1%,-3.5%,0.2%
O=C(O)CC/C(=N\Nc1ccc([N+](=O)[O-])cc1)c1ccccc1,20%,-2%,-9%,11%,3%,2%,-1%,-2.2%,-0.2%
Cc1cc(C)c2c(=O)n(CC(=O)NCCCN3CCN(c4ccccc4F)CC3)sc2n1,12µM*,26%,-30%,-2.1%,32%,-5%,0%,-6.4%,-0.2%
COc1cccc(CC(=O)Nc2cc(S(=O)(=O)N3CCOCC3)ccc2N2CCOCC2)c1,-50%,-13%,-17%,0.2%,13%,-7%,3%,-3.1%,0.9%
Clc1ccc(/C=N/Nc2ccccn2)cc1,-2%,-17%,-26%,-0.8%,-5%,-6%,1%,-0.5%,0.4%
Fc1ccc(Cn2cccc2C2=NC(c3ccccc3)CO2)cc1 (configuration not stated),15%,13%,-9%,-0.7%,8%,0%,18%,1.9%,-0.4%
O=C(NNc1cccc(Cl)n1)c1ccc(Cl)cc1Cl,-2%,5%,6%,-2.9%,1%,2%,9%,3.0%,-0.1%
Cc1cccc(Cc2nnc(CCC(=O)N(C)C3CCOC3)o2)c1 (configuration not stated),-2%,-5%,-34%,-0.6%,-24%,0%,6%,-2.9%,-0.1%
COc1ccccc1-c1c(C)nn2c(C)cc(C)nc12,2%,-1%,-19%,-2.1%,14%,0%,4%,-2.7%,0.2%
CCOC(=O)C1(CCCc2ccccc2)CCN(C(=O)CCc2cnn(C)c2)CC1,-12%,12%,-32%,0.5%,-41%[20 µM],12%,-5%,x,0.5%
CC(=O)Nc1ccc(NC(=S)Nc2ccccc2)cc1,-18%,10%,-19%,-1.8%,12%,1%,-6%,-5.0%,0.4%
Cc1ccc(S(=O)(=O)Nc2c(Cl)c(Cl)c(O)c3ccccc23)cc1,-33%,9%,-4%,0.5%,-1%,11%,6%,-1.7%,-0.1%
C=CCn1c(=O)c(C(C)=O)cn(N(C)c2ncc(C(F)(F)F)cc2Cl)c1=O,u,-18%,-32%,-1.4%,-22%,-3%,-7%,1.9%,0.4%

# Two records drawn at random from those above:
SMILES,AID2073,GPR35 antagonists,NOD1 inhibition,HIV peptide binding,KOR beta-arrestin-1,SIAH1 antagonists,GPR55 antagonists,KOR beta-arrestin-2,GPR55 activation
O=C(N/N=C/c1cccc(OCc2ccccc2)c1)c1cccs1,-6%,9%,6%,-0.9%,-22%,0%,3%,0.8%,0.6%
Cc1cccc(Cc2nnc(CCC(=O)N(C)C3CCOC3)o2)c1 (configuration not stated),-2%,-5%,-34%,-0.6%,-24%,0%,6%,-2.9%,-0.1%

# Carrying on.
SMILES,AID2073,GPR35 antagonists,NOD1 inhibition,HIV peptide binding,KOR beta-arrestin-1,SIAH1 antagonists,GPR55 antagonists,KOR beta-arrestin-2,GPR55 activation
CCc1csc(CCNC(=O)C2CCC(=O)N(Cc3cccc(C(F)(F)F)c3)C2)n1 (configuration not stated),0%,-4%,-24%,0.4%,22%,1%,18%,-5.6%,-0.1%
CC(C)c1nnc(SCC(=O)NCc2ccco2)n1C,-1%,-5%,-14%,2.7%,-8%,2%,13%,-1.2%,0.2%
COc1ccc(N2CCN(C(=O)CCS(=O)(=O)c3ccc4c(c3)NC(=O)C(C)S4)CC2)cc1 (configuration not stated),-5%,4%,4%,-0.7%,5%,4%,6%,-4.8%,-0.2%
Cc1nc2sccn2c(=O)c1S(=O)(=O)N1CCN(c2cccc(C(F)(F)F)c2)CC1,8%,-4%,-16%,0.6%,3%,-2%,8%,3.4%,-0.2%
O=C(Nc1ncccn1)c1ccc([N+](=O)[O-])cc1Cl,-8%,-12%,-15%,1.3%,-52%[20 µM],3%,-9%,1.3%,-0.1%
Cc1cccc(N(C(=O)Cn2nnc(-c3ccc(C)o3)n2)C(C(=O)NC2CCCC2)c2ccncc2)c1 (configuration not stated),2%,-5%,-21%,0.3%,-14%,1%,-4%,-1.5%,0.5%
O=c1oc(Nc2ccccc2F)nc2ccccc12,u,14%,-35%,-1.4%,-94%,-3%,-11%,6.1%,0.2%
O=C(NN=C1CCN(Cc2ccccc2)CC1)c1cc(Br)ccc1O,-4%,-3%,-2%,7.6%,-1%,-11%,11%,-2.2%,-0.4%
COC(=O)c1sc(S(=O)(=O)NCc2ccccc2)c(C(=O)OC)c1C,1%,-3%,-14%,-2.1%,-7%,3%,5%,-0.1%,-0.2%
Cc1nnsc1C(=O)NNc1c(Cl)cccc1Cl,7%,0%,-16%,0.8%,-15%,1%,-2%,-3.5%,0.0%
CSc1nc(N)nc(SCCS(=O)(=O)c2ccc(Cl)cc2)c1C#N,-6%,-7%,5%,-0.2%,-7%,0%,-2%,5.7%,-0.5%
O=C(N/N=C/c1ccc2c(c1)OCO2)c1ccc(COCC(F)(F)C(F)F)cc1,11%,5%,-26%,3.7%,-20%,14%,3%,2.1%,-0.2%
CCc1cc(=O)[nH]c(SCCC(F)=C(F)F)n1,17%,-5%,-26%,1.0%,-2%,23%,6%,3.1%,-0.6%
c1ccc(CCSc2nccn2-c2ccccc2)cc1,2%,-8%,-24%,2.0%,-8%,0%,46%,0.3%,-0.3%
COc1ccc(Cl)cc1S(=O)(=O)N1CCCc2ccccc21,-9%,17%,-10%,0.7%,-30%,12%,13%,0.5%,-0.2%
CNS(=O)(=O)c1cc(-c2nnc(Nc3ccc(CC(N)=O)cc3)c3ccccc23)ccc1C,u,-8%,-19%,-1.8%,-16%[20 µM],0%,-9%,5.3%,0.2%
CCC(C(=O)NC1CC(C)(C)NC(C)(C)C1)c1ccccc1 (configuration not stated),11%,2%,-19%,-1.3%,-33%[20 µM],3%,-10%,-6.0%,0.0%
Cc1sc2c(c1C)C(=O)NC(c1ccccc1F)N2 (configuration not stated),-5%,14%,-8%,0.4%,6%,16%,1%,-1.0%,-0.1%
O=C(OCC(=O)N1CCN(Cc2ccccc2)CC1)c1ccc(Cl)cc1,-2%,-4%,-54%,1.0%,-20%,14%,6%,0.8%,-0.1%
CC(CN1CCNCC1)(NS(=O)(=O)c1ccccc1)c1ccccc1 (configuration not stated),13%,9%,-42%,1.0%,39%,2%,-8%,-3.6%,-0.2%
COc1ccc(CC(=O)NC2CCN(CC(=O)N3CCCc4ccccc43)CC2)cc1OC,1%,1%,-11%,-2.3%,36%,8%,1%,0.7%,-0.1%
Cc1cc(C)nc(Nc2n[nH]c(COc3ccc(Cl)cc3)n2)n1,4%,-14%,-17%,0.2%,-10%,0%,15%,5.6%,-0.2%
COc1ccc2c(CC(=O)OCC(=O)Nc3sc4c(c3C#N)CCC(C)C4)coc2c1 (configuration not stated),4%,-2%,4%,0.5%,6%,2%,-10%,-1.7%,-0.3%
O=C(NN1C(=O)C2C3C=CC(C4CC34)C2C1=O)c1ccc(Cl)cc1Cl (configuration not stated),-6%,-7%,16%,-1.1%,-11%,-4%,-4%,1.8%,-0.1%
C=CCOc1ccc2c(CC)cc(=O)oc2c1C,-6%,9%,-18%,-1.9%,19%,-3%,-14%,6.6%,-0.3%
O=C(CNS(=O)(=O)c1ccc(Br)s1)NC1CCCc2ccccc21 (configuration not stated),1%,-3%,-22%,0.4%,-10%,8%,1%,-0.6%,-0.2%
Nc1c(C(=O)NC2CCCC2)c2nc3ccccc3nc2n1/N=C/c1ccco1,-3%,0%,-16%,0.8%,30%,-1%,-10%,0.4%,-0.1%
O=C(O)CN1C(=O)/C(=C\c2cc(Br)ccc2OCc2ccc(Cl)cc2Cl)SC1=S,15%,-17%,32%,13µM*,-38%,45%,0%,3.8%,-0.1%
C=CCNc1nc(-c2cc3ccccc3o2)cs1,-24%,13%,-34%,1.9%,3%,2%,6%,-0.7%,-0.2%
COC(=O)C1=C(C)NC(=O)CC1c1cc(Br)ccc1F (configuration not stated),0%,-9%,-9%,-0.6%,13%,1%,8%,-1.8%,-0.2%
CCc1cccc(C)c1NC(=O)CCCSc1nc2ccccc2s1,2%,-6%,-7%,1.9%,-7%,2%,8%,4.9%,0.0%
Cc1n[nH]c(C)c1N1C(=O)c2cccc3cc(Br)cc(c23)C1=O,4%,-6%,-13%,1.4%,0%,0%,15%,1.6%,-0.1%
O=C(CN1C(=O)CSc2ccc(S(=O)(=O)N3CCOCC3)cc21)N1CCCCC1,-8%,14%,-26%,-0.7%,-43%,5%,7%,-3.8%,0.3%
Cc1cccc(NC(=S)N(CCCN2CCOCC2)Cc2ccccn2)c1,-1%,2%,-21%,1.3%,-18%,-5%,-2%,1.6%,0.2%
COc1ccc(/C=C(/NC(=O)c2ccc(C)cc2)C(=O)NCC2CCCO2)cc1 (configuration not stated),3%,2%,-32%,0.4%,-26%,2%,-1%,-2.1%,0.9%
CCn1c(CNC(=O)c2ccco2)nnc1SCCOc1ccccc1,-2%,4%,19%,0.8%,-51%,-6%,2%,4.4%,-0.1%
NC(=O)c1c(NC(=O)c2ccc(F)cc2)sc2c1CCC2,11%,11%,-56%,3.6%,-25%[20 µM],1%,-3%,x,-0.2%
O=C(NCCCN1CCCC1=O)c1cccs1,-5%,-2%,-17%,-2.0%,11%,-1%,-10%,-1.2%,-0.1%
Clc1ccc(OC2CCN(Cc3nc(CC4CC4)no3)CC2)cc1,-7%,-3%,9%,1.7%,25%[20 µM],2%,3%,x,0.2%
CN1C(C(=O)Nc2ccc(F)cc2F)=CC(c2ccco2)=NS1(=O)=O,-1%,4%,-14%,-0.5%,20%[20 µM],4%,1%,-3.5%,0.5%
